# Screens from PubChem BioAssay.
# NCI-60 one-dose screen, 48 h, at 10 µM unless noted. Numbers give growth in % (100 = growth as untreated, 0 = no growth, -100 = all killed).
# T-47D = T-47D breast cancer; actives 5% (n = 79,000); AID 1794792
# BT-549 = BT-549 breast cancer; actives 4.4% (n = 78,000); AID 1794793
# SR = SR leukemia cells | actives 8.7% (n = 73,000) | AID 1794780
# K-562 = K-562 leukemia | AID 1794777 | actives 7.4% (n = 78,000)
# MCF7 = MCF7 breast cancer. actives 6.3% (n = 82,000)
# MDA-MB-231 = MDA-MB-231 breast cancer; actives 5% (n = 81,000)
# HS 578T = HS 578T breast cancer. actives 4.1% (n = 78,000). AID 1794788
# MDA-MB-468 = MDA-MB-468 breast cancer; AID 2202374; actives 8.5% (n = 78,000)
# * hit, by the source's call; . = not tested or not shown; & = joins results of further samples. How the source made its calls: active means growth percent below 10; inactive means the rest.
smiles	T-47D	BT-549	SR	K-562	MCF7	MDA-MB-231	HS 578T	MDA-MB-468
CCCCN(CCCC)CCNc1ccc(Cl)c2oc3cc(C)ccc3c(=O)c12	92	99	96	94	80	85	93	97
COc1ccc(/C=C/c2nc(Oc3ccc(C(=O)/C=C/N(C)C)cc3)c3ccccc3n2)cc1	58	89	61	39	33	65	88	31
CCOP(=O)(O)Cc1c(Cl)c(Cl)c(CP(=O)(O)OCC)c(Cl)c1Cl	101	96	95	113	98	125	108	110
COc1cc(OC)c2ccc(C=O)c(O)c2c1	91	100	.	90	103	113	97	105
CC(=O)/C=C/c1cccc2c1C(=O)NC(C)(c1cc3cc(Cl)ccc3oc1=O)N2 (configuration not stated)	54	67	68	52	63	88	85	39
CC1=C(C(=O)OC(C)C)C(c2cccc(O)c2)NC(=O)N1 (configuration not stated)	94	97	.	98	102	96	98	87
CCCc1cc(=O)[nH]c2nnc(C)n12	80	103	95	97	93	109	117	110
O=C(CSc1nnc(-c2ccc(-c3nc4ccc(Cl)cc4[nH]3)cc2)o1)Nc1ccc(Br)cc1	41	-1.5*	17	15	20	-76*	-0.3*	51
Nc1ccc(N)c2c(O)c3ccccc3c(O)c12	98	104	154	115	88	97	114	.
Cn1cc(/C=C2/C(=O)Nc3ccccc32)c2ccccc21	65	88	95	97	69	109	89	.
Cc1ccc(C(=O)CSc2nc3c([nH]2)c(=O)n(C)c(=O)n3C)cc1	98	99	112	.	97	85	97	97
CC(=O)c1nn(-c2ccc([N+](=O)[O-])cc2)cc1C(=O)c1cc2c(ccc3ccccc32)oc1=O	89	98	92	90	82	80	96	93
COc1ccc(-c2nc3sccn3c2-c2ccnc(NCCNS(=O)(=O)c3ccc(C)cc3)n2)cc1	60	85	.	68	81	80	114	67
CC(C)(C)C(=O)OC(CC(F)F)c1ccc2ccccc2c1 (configuration not stated)	102	95	96	107	99	113	88	113
COc1cc(C2=NNC3c4ccccc4N=C(C)N23)cc(OC)c1OC (configuration not stated)	91	98	93	103	88	73	98	98

# Next section:
smiles	T-47D	BT-549	SR	K-562	MCF7	MDA-MB-231	HS 578T	MDA-MB-468
CC(C)(C)c1ccc(C(O)CCCN2CCC(C(O)(c3ccccc3)c3ccccc3)CC2)cc1 (configuration not stated)	-69*	42	.	-40*	.	-89*	-45*	-97*
N=C1N=C(SCc2nc3ccccc3[nH]2)NC(=O)/C1=C/c1ccc(Br)cc1	101	110	105	104	98	99	101	122
Cc1ccc(C(=O)/C=C\C=C\c2ccccc2)cc1	103	110	95	115	87	117	111	108
COc1cc2c3c(c1OCC1CC1)-c1cc4c(cc1CC3OCC2)OCO4 (configuration not stated)	68	107	65	83	76	84	93	82
O=C(COc1ccc(NC(=O)Nc2ccccc2)cc1)N=Nc1c(O)[nH]c2ccccc12	100	.	.	.	96	96	107	110
Cc1[nH]c(C(=O)Nc2ccccc2OC2CCN(CCN3CCOCC3)CC2)c(Cl)c1Cl	87	81	10	58	87	76	94	92
CCCCC(CC)CCC(C)OC(=O)c1ccccc1Cl (configuration not stated)	103	103	105	98	107	111	94	94
O=C1/C(=C/N2N=C(c3ccc(Cl)cc3)CC2c2ccccc2O)SC(=S)N1c1cccc(C(F)(F)F)c1 (configuration not stated)	27	72	42	43	16	44	71	62
COc1cc(-c2c3c(c(Br)n2Cc2ccccc2)-c2nc(N)sc2CC3)cc(OC)c1OC	64	94	40	48	61	69	80	73
COCCn1c(-c2csc(-c3cn(C)c4ccc(OC)cc34)n2)cc2cccnc21	8.7*	44	18	-26*	48	44	58	38
Cc1ccc(C(=O)/C=C/c2cn(Cc3ccc(Cl)cc3)c3ccccc23)cc1	75	110	78	47	86	92	85	99
COc1cc(/C=C2\C(=O)N(Cc3ccc(Cl)cc3)c3ccccc32)cc(OC)c1OC	32	9.6*	-5.2*	8.8*	8.8*	23	-14*	-18*
CS(=O)(=O)OC1C(COC(=O)c2ccccc2)OC2C1Oc1nc(=O)ccn12 (configuration not stated)	110	100	117	106	100	96	101	100
CC(=O)c1cccc(Br)c1	95	109	98	101	79	119	132	106
Cc1ccnc(NS(=O)(=O)c2ccc(N=Nc3ccc(O)c4ncccc34)cc2)n1	68	100	74	85	92	113	83	95

# Other compounds:
smiles	T-47D	BT-549	SR	K-562	MCF7	MDA-MB-231	HS 578T	MDA-MB-468
Nc1nc(N2CCCCC2)c2ncn(C3OC(CO)C(O)C3O)c2n1 (configuration not stated)	91	104	97	94	95	110	97	101
CS(=O)(=O)c1ccc(-c2nc3cc(Cl)ccc3n2CC(=O)N/N=C/c2ccc(F)cc2)cc1	.	93	.	79	83	90	92	88
CCN1CCN(Cc2ccc(C(=O)Nc3cccc(-c4cn(-c5ccc(S(N)(=O)=O)cc5)nn4)c3)cc2C(F)(F)F)CC1	101	97	97	76	85	95	92	89
COc1ccccc1N1CCN(C(=O)Nc2ccc(S(N)(=O)=O)cc2)CC1	107	95	108	132	89	116	102	104
Nc1ncc(-c2ccc(C(=O)N3CCC(O)CC3)cc2)nc1-c1ccc(C(F)(F)F)cc1	107	104	86	101	107	128	123	117
COc1cc2oc(-c3cccc(C(=O)N[C@H](C(=O)OC(C)(C)C)C(C)C)c3)cc(=O)c2c(OC)c1OC	62	82	66	61	70	80	68	68
CCSc1nc2ccccc2c(=O)n1CCc1ccc(S(N)(=O)=O)cc1	85	102	81	.	93	71	82	89
C=CCc1cc(CN2CC(C)OC(C)C2)c(O)c(OC)c1 (configuration not stated)	104	102&125	103	103	100&93	114	110&132	102&108
N#Cc1ccc(NC(=O)CSc2ccc(-c3ccc(Br)cc3)nn2)cc1	47	71	47	49	56	77	73	63
CC(C)(C)CC(C)(C)c1cc(Cc2cc(C(C)(C)CC(C)(C)C)cc(-n3nc4ccccc4n3)c2O)c(O)c(-n2nc3ccccc3n2)c1	110	109	102	.	104	121	107	116
CCOc1cccc(/C(N)=N/C(N)=N/c2nc3ccccc3s2)c1	73	102	6.3*	77	73	74	96	86
COc1cc(-c2nc(SCC(=O)Nc3ccc(C(=O)/C=C/c4ccc(Cl)cc4)cc3)[nH]c(=O)c2C#N)cc(OC)c1OC	68	98	84	81	83	95	93	97
COc1ccc(-c2cn(Cc3cc4ccccc4s3)nn2)cc1O	89	87	88	44	87	65	80	89
CC1N=C(SCC(=O)c2ccc(F)cc2)N2C(C)N=C(SCC(=O)c3ccc(F)cc3)N12 (configuration not stated)	95	115	105	113	89	80	102	101
CCCn1cnc2c(c1=N)C(c1ccc(OC)cc1)c1sc3c(CC)cccc3c1O2 (configuration not stated)	28	33	8.9*	13	18	29	18	39

# Continuation.
smiles	T-47D	BT-549	SR	K-562	MCF7	MDA-MB-231	HS 578T	MDA-MB-468
COc1cc(Cl)cc(-c2nn(C(=O)NS(=O)(=O)c3ccc4ccccc4c3)cc2-c2ccncc2)c1	100	75	85	109	98	82	109	105
C(=N\N1CCCCCC1)/c1cccc2ccccc12	92	117	110	106	105	84	104	112
N#CC1(Nc2ccccc2)CCCCC1	106	107	112	120	94	109	97	.
Clc1nc(Cl)c2ncn(CC3(Cn4cnc5c(Cl)nc(Cl)nc54)COC3)c2n1	-62*	-93*	-76*	-70*	-52*	-89*	-44*	-61*
COc1ccc(C2NC(=O)Cc3c2sc2c(F)cccc32)cc1 (configuration not stated)	107	97	70	66	80	98	.	37
NC=NCC(=O)O	102	95	98	95	102	101	97	102
COc1ccc(/C=N\NC(=O)c2cc(-c3ccc(Br)cc3)n(-c3ccc(OC)cc3)n2)cc1	78	67	.	65	78	88	90	97
O=C1c2ccccc2C(=O)c2c1c(Br)cc1c(=O)[nH]nnc21	107	97	101	98	80	83	117	101
O=C(Nc1ccc2ncsc2c1)c1csc(Nc2ccc3[nH]ncc3c2)n1	36	73	29	28	22	63	38	36
CN1C(=O)N(C)C2(c3ccccc3)N(CC(=O)NCCc3c[nH]c4ccccc34)C(=O)NC12c1ccccc1 (configuration not stated)	95	98	103	99	99	99	93	103
O=C1C=C(C(O)c2ccc(O)cc2)C(=O)c2ccccc21 (configuration not stated)	80	88	88	97	94	84	120	111
Oc1ccccc1C=NCCN(CCN=Cc1ccccc1O)c1ccccc1	102	87	95	97	93	133	122	120
CSCCC(O)C(=O)O (configuration not stated)	.	98	92	100	96	.	103	102
O=C(O)c1ccc(C(S(=O)(=O)c2ccccc2)S(=O)(=O)c2ccccc2)cc1	103	103	102	99	109	108	107	87
O=C1NC(=O)C2(CCCc3ccc([N+](=O)[O-])cc32)N1 (configuration not stated)	93	114	88	107	99	115	119	113

# (next part)
smiles	T-47D	BT-549	SR	K-562	MCF7	MDA-MB-231	HS 578T	MDA-MB-468
CCC(Br)C(Br)CC(Br)C(Br)CC(Br)C(Br)CCCCCCCC(=O)O (configuration not stated)	92	91	90	101	97	92	.	115
COc1ccc(C(=O)Oc2ccc(Cl)cc2Cl)cc1	99	101	91	82	102	109	104	91
CCN(CC)CCSc1nc(-c2ccccc2)c(C#N)c(=O)[nH]1	94	95	92	129	104	116	64	.
COc1cc(/C=N/NC(=O)COc2ccc(-c3nc4ccccc4s3)cc2OC)ccc1O	66	86	86	36	72	69	92	102
Cc1c(Cn2c(C)nc3c(C(=O)O)cc(N4CCOCC4)cc32)cccc1C(F)(F)F	69	71	76	87	93	110	.	104
Cc1ccc(S(=O)(=O)Nc2ccccc2)cc1[N+](=O)[O-]	97	103	96	82	89	106	98	97
Cc1nc(C2CC2)[nH]c(=O)c1C(=O)Nc1cccc(C(=O)Nc2cccc(C(F)(F)F)c2)c1	85	90	86	100	98	90	99	85
Cn1cc(-c2cc3nc(-c4cn(C)c5ncccc45)cc(N)n3n2)c2ccccc21	35	-35*	-29*	-35*	.	-20*	-13*	-25*
O=C(Nc1ccncc1)C(=O)c1cn(S(=O)(=O)c2cc(Cl)cc(Cl)c2)c2ccccc12	57	.	38	28	44	64	70	42
O=Cc1ccc(O)c(O)c1	83	101	83	103	97	100	133	93
O=[N+]([O-])c1cc(C(F)(F)F)cc2c1SC1=Nc3ccccc3CN12	89	104	96	102	80	102	96	94
COc1cc(/C=C2/Oc3cc4occc4c(OC)c3C2=O)ccc1OCC(=O)Nc1ccccc1	95	103	33	30	66	81	78	80
Cn1c(=O)n(CCCO)c(=O)c2c1nc(Oc1cccc(OC(F)(F)F)c1)n2Cc1ccc(Cl)cc1	61	104	.	.	62	81	77	84
O=C(Cn1c(-c2ccccc2)nc2cc(Cl)c(Cl)cc21)N=Nc1c(O)[nH]c2ccc(Br)cc12	86	96	96	90	85	89	97	94
CCOC(=O)[C@]1(C)C(=O)N2c3cc(O[Si](C(C)C)(C(C)C)C(C)C)cc4c3[C@H](C(C)=C[C@@]2(CC)C1=O)[C@@H](C)C4=O	.	99	.	77	75	88	103	82

# As a working copy, part of the list above:
smiles	T-47D	BT-549	SR	K-562	MCF7	MDA-MB-231	HS 578T	MDA-MB-468
COc1cc(/C=C2/Oc3cc4occc4c(OC)c3C2=O)ccc1OCC(=O)Nc1ccccc1	95	103	33	30	66	81	78	80
Cn1c(=O)n(CCCO)c(=O)c2c1nc(Oc1cccc(OC(F)(F)F)c1)n2Cc1ccc(Cl)cc1	61	104	.	.	62	81	77	84
O=C(Cn1c(-c2ccccc2)nc2cc(Cl)c(Cl)cc21)N=Nc1c(O)[nH]c2ccc(Br)cc12	86	96	96	90	85	89	97	94
CCOC(=O)[C@]1(C)C(=O)N2c3cc(O[Si](C(C)C)(C(C)C)C(C)C)cc4c3[C@H](C(C)=C[C@@]2(CC)C1=O)[C@@H](C)C4=O	.	99	.	77	75	88	103	82

# Carrying on:
smiles	T-47D	BT-549	SR	K-562	MCF7	MDA-MB-231	HS 578T	MDA-MB-468
CC(=O)C[n+]1cc2ccccc2c2ccccc21	108	110	87	103	97	100	111	90
COC1OC(CI)C(OC(=O)c2ccccc2)C(OC(=O)c2ccccc2)C1OC(=O)c1ccccc1 (configuration not stated)	69	108	80	88	87	82	87	84
COc1ccc(N2C(=O)CS/C2=N/N=C(\C)c2cc3ccccc3oc2=O)cc1	102	111	102	105	85	90	88	95
OC1COC(O)(CNCCc2c[nH]c3ccc(OCc4ccccc4)cc23)C(O)C1O (configuration not stated)	88	111	124	91	104	91	112	99
CC(=O)OCC1OC(n2ccc(=S)[nH]c2=O)C(OC(C)=O)C1OC(C)=O (configuration not stated)	112	103	.	107	104	107	104	110
C=C(C)[C@@H]1CC[C@]2(C(=O)NCCCCCCCCCCCCCCC)CC[C@]3(C)[C@H](CC[C@@H]4[C@@]5(C)C/C(=C/c6ccco6)C(=O)C(C)(C)[C@@H]5CC[C@]43C)[C@@H]12	94	98	.	.	94	86	99	95
Cc1c(/C=N\Nc2ccccc2)[nH]c(=O)[nH]c1=O	106	93	77	96	101	87	85	95
COc1ccc2c(c1)/C(=C/c1ccc(OCC(=O)c3ccccc3)cc1)C(=O)N2	91	101	87	80	80	94	97	102
Cc1cc(=O)n2[nH]nnc2n1	105	105	63	84	93	118	129	99
CCO[C@H]1CC[C@@]2(C)C(=CC[C@H]3[C@@H]4CC[C@H]([C@H](C)CCCC(C)C)[C@@]4(C)CC[C@@H]32)C1	94	93	.	100	96	108	102	114
COc1ccc(CC(=S)N2CCOCC2)cc1	97	97	.	95	104	101	117	112
O=c1cc(CO)occ1O	115	.	109	103	102	102	122	102

# Full records from above:
# COc1ccc(CC(=S)N2CCOCC2)cc1 is listed with T-47D = 97; BT-549 = 97; SR = .; K-562 = 95; MCF7 = 104; MDA-MB-231 = 101; HS 578T = 117; MDA-MB-468 = 112
# C=C(C)[C@@H]1CC[C@]2(C(=O)NCCCCCCCCCCCCCCC)CC[C@]3(C)[C@H](CC[C@@H]4[C@@]5(C)C/C(=C/c6ccco6)C(=O)C(C)(C)[C@@H]5CC[C@]43C)[C@@H]12 is listed with T-47D = 94; BT-549 = 98; SR = .; K-562 = .; MCF7 = 94; MDA-MB-231 = 86; HS 578T = 99; MDA-MB-468 = 95
